# Source: PubChem
# MCF10A rerep – DNA re-replication induction in MCF 10a cells | MCF 10A DNA re-replication, Hoechst nuclear intensity, 48 h | Potency, µM (doses to about 46.1 µM), for the others: at the top dose activity, positive = re-replication, actives largely listed as activators | 2.9% of 350,000 active; further: potency means the concentration at half of the fitted maximal effect; % of control where 0% means no effect; nearly all actives have a fitted effect of over 50% in size
# KB-3-1 tox – KB-3-1 parental cell cytotoxicity; KB-3-1 viability, CellTiter-Glo ATP luminescence, 72 h; Potency, µM (series often up to 46.1 µM), for inactives: at the top dose activity change, negative = cytotoxic, actives largely listed as cytotoxic; 1.4% of 400,000 active; AID 1347075; further: potency means the concentration at half of the fitted maximal effect; on the % scale 0 is the no-effect control and ±100 the full control effect; nearly all actives have a fitted effect of over 60% in size
#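 Luminescent ATP read-out (CellTiter-Glo) measures survival of drug-naive KB-3-1 cells after 72 h compound exposure at 37 °C. Titration series was screened from lowest to highest concentration, with DMSO vehicle plates as background controls.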
# HT1080 IDH1KD tx – HT-1080 IDH1 knockdown cell toxicity (counter line); HT-1080 IDH1 knockdown viability, ATP luminescence, 48 h; Potency, µM (top dose mostly 46.1 µM), without a hit: top-dose activity, negative = toxicity, usual class: cytotoxic; 2% of 360,000 active;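 further: potency means the concentration at half of the fitted maximal effect; 0% = DMSO wells and -100% = cell-free medium wells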
#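 Cytotoxicity counter-line: IDH1KD HT-1080, 48 h, CellTiter-Glo. Curves classed by r2, magnitude and activity.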
# IL-1B inflam inh – inhibitors of inflammasome signaling (IL-1 beta secretion). THP-1 LPS/ATP IL-1B secretion, AlphaLISA, 16 h; stronger effect = lower value. activity change, % at 57.5 µM. 4.7% of 360,000 active. AID 743279; in the data active means activity change below about -50%; inconclusive means mostly about -30% to -49%; further: on the % scale 0 is the no-effect control and ±100 the full control effect
#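 THP-1 cells pretreated 1 hr with compounds (up to 57.5 uM final), then stimulated with LPS (250 ng/mL final) plus ATP (1.25 mM final); secreted IL-1B measured by AlphaLISA after 16 hr, decreased signal indicating inhibition.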
# HepG2 viability – kills HepG2 cells in TGF-b inhibitor counter-screen | HepG2 CAGA-GFP viability, ATP luminescence, 18 h | Potency, µM (doses to about 46.1 µM), inactives show top-dose activity change, negative = cytotoxicity, actives largely listed as cytotoxic | 0.76% of 410,000 active | AID 588856; further: potency means the concentration at half of the fitted maximal effect; some results filed as inactive show a strong effect at the top dose
#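 CellTiter-Glo luminescence gave cytotoxicity after 18 hours at 37 degrees C. The cells were HepG2 CAGA-GFP in 1% FBS DMEM, stimulated with 500 pg/mL TGF-beta after compound addition. %Activity was normalised to no-cell wells (complete cell-killing) and DMSO (no toxicity), and curves were fitted and classified.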
# ATXN2 expr inh – reduces ATXN2 reporter expression in HEK-293 cells; Potency, µM (top dose mostly 57 µM), inactives show at the top dose activity change, negative = inhibition, actives largely listed as inhibitors; HEK-293 ATXN2-luciferase reporter, luminescence, 24 h; 0.72% of 360,000 active; further: potency means the concentration at half of the fitted maximal effect; on the % scale 0 is the no-effect control and ±100 the full control effect; nearly all actives have a fitted effect of over 55% in size
#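 ATXN2-luciferase reporter cells (luciferase flanked by upstream and downstream ATXN2 gene portions) were treated 24 h at 37 °C with compounds at up to 57 uM. SteadyGlo luminescence gave expression; GF-AFC fluorescence gave viability.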
# ATXN viability – viability counter-screen for ATXN expression inhibitors | Potency, µM (titrated, usually from 56.7 µM), actives largely listed as cytotoxic | S2 cells (HEK-293 line with an ATXN2-luciferase reporter) viability, CellTiter-Fluor protease fluorescence, 24 h | 0.49% of 400,000 active; further: potency means the concentration at half of the fitted maximal effect; nearly all actives have a fitted effect of over 40% in size
# SW480 rerep – inducers of DNA re-replication in SW480 colon cancer cells; Potency, µM (top dose mostly 46.1 µM), inactives show at the highest dose re-replication activation, actives largely listed as activators; SW480 DNA re-replication, Hoechst DNA content imaging, 48 h; AID 624297; 1.8% of 340,000 active; further: potency means the concentration at half of the fitted maximal effect; % of control where 0% means no effect; nearly all actives have a fitted effect of over 55% in size
#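 Cells (250 per well) received 23 nL compound or DMSO by pin tool and were kept 48 hr at 37 C, 5% CO2. Nuclei were then stained with Hoechst for 40 min and scanned for DNA content.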
# HT1080-NT tox – kills 2HG-producing HT-1080-NT fibrosarcoma cells. HT-1080-NT fibrosarcoma viability, CellTiter-Glo ATP luminescence, 48 h. Potency, µM (doses to about 46.1 µM), for inactives: top-dose activity, negative = less viability, most hits filed as cytotoxic. 1.6% of 360,000 active. AID 686970;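 further: NT is the 2HG producing partner of a matched IDH1 knockdown line; potency means the concentration at half of the fitted maximal effect; 0% = DMSO-treated cells and -100% = media-only wells without cells; nearly all actives have a fitted effect of over 55% in size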
#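 HT-1080-NT; 750 cells/well; 5% FBS RPMI; 48 h compound, 37 degrees C; CellTiter-Glo luminescence; curve fitting and curve-class assignment.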
# Numbers without * were called inactive; i = inactive; u = inconclusive; x = no result given; [ ] = dose if it differs, or a comment. Unless noted, the call rests on the fitted dose curve; in most records, active means well fitted curve in the direction sought with a large enough effect; inconclusive means small, poorly fitted or top-dose-only effect, or another doubt; inactive means no such curve, though single readings can be large; an effect the other way counts as inactive or inconclusive.
# Values run as follows: MCF10A rerep	KB-3-1 tox	HT1080 IDH1KD tx	IL-1B inflam inh	HepG2 viability	ATXN2 expr inh	ATXN viability	SW480 rerep	HT1080-NT tox
(1) Cn1c(NCc2ccc3occc3c2)nc2cc(-c3ccc(F)cc3)sc2c1=O
  x	-3%	-29%	12	-22%	10%	i	x	14%
(2) C#CCOCCOCCOCCNc1nc(N2CCN(C(=O)C([C@@H](C)CC)n3cc(C(N)COC(=O)C(F)(F)F)nn3)CC2)nc(N2CCN(C(=O)[C@H](Cc3cc4ccccc4[nH]3)n3cc(C(N)CO)nn3)CC2)n1 (stereo partly specified)
  2%	17%	1%	9	5%	3%	i	0%	15%
(3) CCN(CC(=O)NCc1ccc(F)cc1)C(=O)c1oc2ccccc2c1C
  u	-22%	-3%	35	2%	-7%	i	u	-4%
(4) O=C(NC(=S)Nc1ccccc1OC(F)F)c1ccc2c(c1)OCO2
  9%	5%	-13%	2	-17%	2%	i	-1%	-16%
(5) CCOC(=O)N1CCN(C(=O)c2ccc3c(=O)n(-c4ccc(OC)cc4OC)c(=S)[nH]c3c2)CC1
  2%	0%	-13%	0	1%	1%	i	-3%[9.22 µM]	u
(6) Cc1ccc(OCC(=O)Nc2cccc(-c3nnc(-c4ccccc4)o3)c2)c(C)c1
  u	8%	u	36	-2%	2%	i	-2%	u
(7) CCOC(=O)c1c(NC(=O)CSc2nnc(-c3cccnc3)o2)sc(C(C)=O)c1C
  11%	0%	-1%	12	-1%	4%	i	-4%	-1%
(8) Cc1nc(NC(=O)COC(=O)CCc2ccccc2)c(Cl)cc1Cl
  -5%	2%	0%	10	-20%	x	i	-6%	11%
(9) C[C@H](NC(=O)c1nc[nH]c1C(=O)N1CCc2ccccc2C1)c1ccccc1
  24%	-14%	9%	1	-9%	1%	i	-12%	10%
(10) COc1cccc(CC(=O)Nc2ccc(-c3nc4ccccc4s3)cc2)c1
  x	10%	x	x	-12%	5%	i	x	x
(11) O=C(C1CC=CCC1)N1CCC(CO)(Cc2ccc(Cl)cc2)CC1 (stereo unspecified)
  1%	u	2%	u	-45%	x	i	-13%	-20%
(12) COc1ccc(CNc2nc(NCc3ccc(OC)cc3)n(C(=O)c3ccccc3[N+](=O)[O-])n2)cc1
  -18%	9%	-4%	-17	-4%	22%	i	10%	-4%
(13) CCCn1c(SCC(=O)NCCc2ccccc2)nnc1-c1ccccn1
  4%	3%	12%	-6	-6%	1%	i	-1%	11%
(14) N#CC1=C(N)Oc2n[nH]c(-c3ccccc3)c2C1c1ccsc1 (stereo unspecified)
  -4%	-10%	-2%	40	1%	0%	i	4%[9.22 µM]	-2%
(15) COc1ccc(C2=NOC(C(=O)NCc3ccccn3)C2)cc1OC (stereo unspecified)
  6%	9%	9%	7	-2%	6%	i	17%	11%
(16) CCC(NC(=O)NCc1cccnc1)(C(F)(F)F)C(F)(F)F
  -5%	9%	7%	2	3%	5%	i	-5%	7%
(17) Cc1ccc(CNC(=O)C2CC(=O)N(CCC(C)C)C2)cc1 (stereo unspecified)
  1%	0%	2%	4	1%	x	i	-16%	5%
(18) CN1C(=O)/C(=C\c2cc(N=Nc3ccccc3)ccc2O)SC1=S
  2.9µM*	u	-7%	-4	-44%	-14%	u	-1%	-7%
(19) C=CCc1ccc(OCC(O)CN2CCc3ccccc3C2)c(OC)c1 (stereo unspecified)
  45%	u	u	-16	-19%	-13%	i	u	-29%
(20) O=C1OC(CC(=O)N(Cc2nnc(-c3ccc(Cl)cc3)o2)C2CC2)c2ccccc21 (stereo unspecified)
  8%	3%	8%	0	11%	2%	i	-20%	9%
(21) Cc1ccc(NC(=O)c2cc(C)nc3ccccc23)c(C)c1
  -1%	-4%	-1%	20	-2%	x	i	12%	5%
(22) CCOc1ccc(C(=O)OCc2cc(=O)n3nc(C4CC4)sc3n2)cc1
  x	-3%	x	x	14%	2%	i	x	x
(23) CCCNc1nc2c(c(=O)[nH]c(=O)n2C)n1Cc1ccc(F)cc1
  -2%	-9%	3%	10	-22%	27%	i	-11%	2%
(24) CCOC(=O)c1ccc2nc(C)c(C)nc2c1
  6%	u	19%	5	-23%	9%	i	-16%	11%
(25) N#CCCn1cc(C(=O)Nc2ccc(C(=O)O)cc2)c(-c2cc3ccccc3o2)n1
  6%	0%	4%	11	17%	2%	i	-8%	-8%
(26) CC(C)c1ccccc1NC(=O)Nc1nc(C(N)Cc2ccc(C(F)(F)F)cc2)cs1 (stereo unspecified)
  x	u	u	-18	8.9µM*	u	x	x	5.8µM*
(27) Cc1cccc(NC(=S)NCc2cccs2)c1
  5%	-16%	12%	-7	-24%	x	i	-10%	-1%
(28) C[C@H](CO)N1C[C@H](C)[C@H](CN(C)Cc2cncnc2)Oc2ncc(C#CC3(O)CCCC3)cc2C1=O
  x	-1%	1%	5	3%	-4%	u	x	6%
(29) COc1ccc(N2C(=O)C3CCCN3C2c2cccc(F)c2)cc1Cl (stereo unspecified)
  5%	0%	-1%	0	-6%	-7%	i	-12%	-5%
(30) OC[C@H]1O[C@H](c2nc(-c3nc(-c4cccc(-n5cccc5)c4)no3)cs2)C[C@@H]1O
  x	0%	u	-3	-25%	u	u	x	-17%

# Some values from the list:
# OC[C@H]1O[C@H](c2nc(-c3nc(-c4cccc(-n5cccc5)c4)no3)cs2)C[C@@H]1O in KB-3-1 tox shows 0%
# N#CCCn1cc(C(=O)Nc2ccc(C(=O)O)cc2)c(-c2cc3ccccc3o2)n1 in ATXN2 expr inh shows 2%
# CCCNc1nc2c(c(=O)[nH]c(=O)n2C)n1Cc1ccc(F)cc1 in SW480 rerep shows -11%
# Cc1ccc(CNC(=O)C2CC(=O)N(CCC(C)C)C2)cc1 (stereo unspecified) in IL-1B inflam inh shows 4
# CN1C(=O)/C(=C\c2cc(N=Nc3ccccc3)ccc2O)SC1=S in HT1080 IDH1KD tx shows -7%

# The listing continues:
31: CCCOC(=O)Nc1c(C)cccc1C(C)C
32: COc1cccc(OCc2cc(C(=O)N3CCN(C(C)=O)CC3)no2)c1
33: CCOC(=O)N1CCC(N(CCOC)C(=O)Nc2ccc(CC)cc2)CC1
34: CCCC(c1nnnn1CS(=O)(=O)c1ccc(C)cc1)N1CCN(CC)CC1 (stereo unspecified)
35: COc1ccc(NC(=O)CSc2ccccc2)cn1
36: CCN(CC)S(=O)(=O)c1ccc(N2CCOCC2)c(NC(=O)c2cc3ccccc3o2)c1
37: Cc1ccc(-n2c(C)nnc2SCC(=O)N2CCc3ccccc3C2)cc1C
38: COc1ccc(NC(=O)CSc2nc3[nH]ncc3c(=O)n2-c2ccccc2C)cc1OC

Assay by compound	31	32	33	34	35	36	37	38
MCF10A rerep	10%	-2%	19%	u	8%	x	-1%	-37%[inhibitor]
KB-3-1 tox	25%	1%	1%	2%	14%	0%	3%	-19%
HT1080 IDH1KD tx	3%	5%	-6%	2%	15%	10%	0%	-2%
IL-1B inflam inh	10	-2	u	-18	-11	-26	-2	5
HepG2 viability	10%	-2%	1%	-5%	1%	3%	-11%	3%
ATXN2 expr inh	3%	x	-4%	-22%	14%	x	-10%	10%
ATXN viability	i	i	i	i	i	u	i	u
SW480 rerep	30%	-11%	22%	12%	u	x	-4%	-3%
HT1080-NT tox	5%	5%	-7%	-5%	16%	1%	14%	-1%

39: COc1ccc(NC(=O)CS(=O)(=O)c2ccccc2Cl)cc1
40: COc1ccc(CCNC(=O)COC(=O)c2cnc(C)cn2)cc1OC
41: CC1=C(C(=O)N2CCOCC2)C(c2ccc(C)cc2)NC(=S)N1 (stereo unspecified)
42: CCN1CCN(c2nc3c(c(=O)[nH]c(=O)n3C)n2Cc2cccc(C)c2)CC1
43: CC(C)COC(=O)c1cc(-c2ccc(/C=N/n3cnnc3)o2)ccc1Cl
44: Cc1csc(=O)n1CC(=O)Nc1ccc(S(C)(=O)=O)cc1
45: N#Cc1c(SCc2ccccc2)nc(N2CCOCC2)c2c1CCCC2
46: CCN(CC(=O)NCCc1ccc(S(N)(=O)=O)cc1)Cc1nc2ccccc2c(=O)[nH]1
47: CC(=O)n1cc(C2CC(=O)OC3=C2CC(=O)C(C)(C)C3)c2ccccc21 (stereo unspecified)

Assay by compound	39	40	41	42	43	44	45	46	47
MCF10A rerep	1%	4%	-6%	x	5%	-17%	11%	-1%	x
KB-3-1 tox	1%	6%	12%	-2%	17%	u	4%	17%	6%
HT1080 IDH1KD tx	16%	-4%[9.24 µM]	14%	-8%	0%	10%	-6%	0%	6%
IL-1B inflam inh	14	17	4	-11	37	-2	24	15	20
HepG2 viability	10%	-30%	-2%	-5%	-1%	-2%	17%	3%	-5%
ATXN2 expr inh	23%	-1%	-5%	x	10%	-2%	2%	1%	x
ATXN viability	i	i	i	i	i	i	i	i	i
SW480 rerep	0%	-6%	-9%	x	-9%	-3%	-10%	-3%	x
HT1080-NT tox	21%	-4%	6%	-12%	6%	14%	8%	8%	8%

# Filtered by structure: those above containing a cyano group (three)
14: N#CC1=C(N)Oc2n[nH]c(-c3ccccc3)c2C1c1ccsc1 (stereo unspecified)
25: N#CCCn1cc(C(=O)Nc2ccc(C(=O)O)cc2)c(-c2cc3ccccc3o2)n1
45: N#Cc1c(SCc2ccccc2)nc(N2CCOCC2)c2c1CCCC2

Assay by compound	14	25	45
MCF10A rerep	-4%	6%	11%
KB-3-1 tox	-10%	0%	4%
HT1080 IDH1KD tx	-2%	4%	-6%
IL-1B inflam inh	40	11	24
HepG2 viability	1%	17%	17%
ATXN2 expr inh	0%	2%	2%
ATXN viability	i	i	i
SW480 rerep	4%[9.22 µM]	-8%	-10%
HT1080-NT tox	-2%	-8%	8%
